# pPAFAH FP inh – pPAFAH (human) enzyme inhibition | AID 463082 | 1.5% of 330,000 active | inhibition, % at 3.39 µM | recombinant pPAFAH, FP-rhodamine probe fluorescence polarization | Q13093;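 active = inhibition above the mean inhibition across the screen plus 3 SD, cut at about 25% in these data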;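 note: inhibitors block binding of the rhodamine activity-based probe so polarization drops; 0% = enzyme with DMSO and 100% = wells lacking pPAFAH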
# Target sequence (Q13093 whole entry, looked up): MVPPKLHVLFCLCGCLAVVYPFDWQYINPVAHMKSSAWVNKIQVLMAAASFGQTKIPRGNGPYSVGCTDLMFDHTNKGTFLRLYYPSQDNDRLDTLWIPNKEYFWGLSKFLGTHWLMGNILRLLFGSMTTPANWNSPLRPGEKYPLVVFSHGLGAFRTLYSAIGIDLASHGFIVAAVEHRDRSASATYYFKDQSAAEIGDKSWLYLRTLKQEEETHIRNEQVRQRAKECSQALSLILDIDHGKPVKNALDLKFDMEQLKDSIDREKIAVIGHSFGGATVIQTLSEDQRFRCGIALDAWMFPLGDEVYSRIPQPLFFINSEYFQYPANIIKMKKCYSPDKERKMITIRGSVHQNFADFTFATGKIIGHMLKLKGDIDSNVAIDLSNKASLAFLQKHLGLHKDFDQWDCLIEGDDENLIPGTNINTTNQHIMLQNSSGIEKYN
# LYPLA2 counter – counter-screen for PME1 inhibitors: inhibitors of human LYPLA2 | O95372 | recombinant LYPLA2, FP-Rh probe fluorescence polarization | inhibition, % at 5.9 µM | 0.38% of 320,000 active | AID 2177;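 active = inhibition above the screen-wide mean plus 3 SD, limit set per campaign, cut at about 26% in these data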;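 note: 0% = LYPLA2 with DMSO and 100% = wells lacking LYPLA2 enzyme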
# PAFAH2 inh – PAFAH2 (human) inhibition; Q99487; recombinant PAFAH2, FP-rhodamine activity probe, fluorescence polarization; inhibition, % at 3.39 µM; 0.99% of 340,000 active; AID 492956;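 active = inhibition above the mean over all tested compounds plus 3 SD, cut at about 30% in these data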;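 note: inhibitors block probe labeling of enzyme so polarization drops; 0% = enzyme with DMSO and 100% = wells lacking PAFAH2 protein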
# PREPL inh – inhibits the human prolyl oligopeptidase-like enzyme; 0.68% of 320,000 active; AID 2751; Q4J6C6; inhibition, % at 5.96 µM; recombinant PREPL, fluorescence polarization activity-based probe; in the data active = inhibition above about 43%;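 note: 0% = enzyme with DMSO and 100% = wells lacking enzyme; many of its hits are not listed in these tables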
# PAFAH1B2 FP inh – inhibitors of human PAFAH1B2; P68402; recombinant PAFAH1B2, FP-rhodamine activity probe, fluorescence polarization; inhibition, % at 3.39 µM; 1.2% of 340,000 active; AID 492953;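 active = inhibition above the mean of all tested compounds plus 3 SD, cut at about 24% in these data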;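 note: 0% = enzyme with DMSO and 100% = wells lacking PAFAH1B2; many of its hits are not listed in these tables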
# GSTO1 counter – GSTO1 inhibition, counter-screen for RBBP9 inhibitors | P78417 | recombinant GSTO1, activity-based probe fluorescence polarization | inhibition, % at 5.96 µM | 1.1% of 300,000 active | AID 1974;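 active = inhibition above the campaign mean inhibition plus 3 SD, cut at about 35% in these data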;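 note: 0% = GSTO1-1 with DMSO and 100% = wells lacking GSTO1-1 enzyme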
# PAD4 FP inh – inhibitors of human PAD4. recombinant PAD4, RCA probe fluorescence polarization. inhibition, % at 6.36 µM. 0.41% of 330,000 active. AID 485272;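 active = percent inhibition above a cutoff equal to the mean of all tested compounds plus 3 SD, cut at about 15% in these data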;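 note: 0% = PAD4 with RCA probe and DMSO and 100% = probe without PAD4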
# Target sequence (Q9UM07 whole entry, looked up): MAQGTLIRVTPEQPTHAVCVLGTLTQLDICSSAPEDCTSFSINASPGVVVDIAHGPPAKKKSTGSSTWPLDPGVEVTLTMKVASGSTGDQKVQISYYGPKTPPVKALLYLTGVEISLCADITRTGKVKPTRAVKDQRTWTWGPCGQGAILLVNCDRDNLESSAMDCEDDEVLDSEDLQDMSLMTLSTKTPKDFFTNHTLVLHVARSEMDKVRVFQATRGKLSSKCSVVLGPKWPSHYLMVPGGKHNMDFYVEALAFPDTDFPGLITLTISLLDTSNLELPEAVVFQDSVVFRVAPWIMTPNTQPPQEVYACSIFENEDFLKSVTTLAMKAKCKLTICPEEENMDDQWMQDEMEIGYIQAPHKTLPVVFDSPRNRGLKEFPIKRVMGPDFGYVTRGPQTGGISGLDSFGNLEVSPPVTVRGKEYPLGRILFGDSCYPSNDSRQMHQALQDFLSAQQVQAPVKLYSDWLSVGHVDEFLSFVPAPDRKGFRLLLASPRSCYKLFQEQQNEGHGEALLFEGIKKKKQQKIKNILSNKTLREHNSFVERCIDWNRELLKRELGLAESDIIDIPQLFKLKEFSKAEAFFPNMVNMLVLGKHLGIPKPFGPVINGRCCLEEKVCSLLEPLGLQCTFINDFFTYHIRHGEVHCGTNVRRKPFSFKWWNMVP
# PAFAH1B3 FP inh – inhibitors of human PAFAH1B3. 0.28% of 340,000 active. inhibition, % at 3.39 µM. recombinant PAFAH1B3, FP-rhodamine probe, fluorescence polarization. Q15102;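 active = inhibition above the screen-wide average of all tested compounds plus 3 SD, cut at about 25% in these data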;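 note: 0% = enzyme with DMSO only and 100% = wells lacking PAFAH1B3 protein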
# LYPLA1 inh – blocks human lysophospholipase 1, a PME1 counter-screen; recombinant LYPLA1, FP-Rh probe fluorescence polarization; inhibition, % at 5.9 µM; 0.16% of 320,000 active;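 active = inhibition above the mean of all tested compounds plus 3 SD, set per campaign, cut at about 14% in these data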;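 note: inhibitors block serine hydrolase probe labeling of LYPLA1 so polarization falls; 0% = enzyme with DMSO and 100% = wells lacking LYPLA1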
# The depositor's hits bear a star; . = not tested or not shown. Some of the compounds tested, so the mix of outcomes need not match the whole.
entry	Molecule	pPAFAH FP inh	LYPLA2 counter	PAFAH2 inh	PREPL inh	PAFAH1B2 FP inh
1	CNC(=S)NNC(=O)Cc1ccccc1	6	6	-4	1	4
2	NC(=O)c1nc(C(=O)N2CCCCC2)c2ccccc2n1	1	6	9	-3	3
3	CCC(=O)Nc1nnc(SCc2ccc(F)cc2)s1	2	3	-4	-1	3
4	COc1cccc(N(CC(=O)NC2CC3CCC2C3)S(=O)(=O)c2ccccc2)c1 (stereo unspecified)	-2	0	1	2	8
5	Cc1ccc(CN2CCN(/N=C/c3ccc(C(=O)O)cc3)CC2)cc1	-3	-2	-6	14	1
6	CN(Cc1ccccc1)S(=O)(=O)c1ccc(NC(=O)c2ccccc2C(=O)O)cc1	2	5	0	8	9
7	CC(NC(=O)CNC(=O)C1O[C@@H]2OC(C)(C)O[C@@H]2[C@H]2OC(C)(C)O[C@@H]12)C(=O)O (stereo partly specified)	3	-2	-6	-5	-1
8	CCCCN(C(=O)CSc1ncnc2sccc12)c1c(N)n(Cc2ccccc2)c(=O)[nH]c1=O	2	.	-3	-8	9

entry	GSTO1 counter	PAD4 FP inh	PAFAH1B3 FP inh	LYPLA1 inh
1	1	0	-5	5
2	.	0	9	5
3	-5	0	1	-1
4	5	0	-1	4
5	2	5	-3	-2
6	3	0	2	-2
7	3	4	2	-4
8	.	3	3	.

# New compounds follow.
entry	Molecule	pPAFAH FP inh	LYPLA2 counter	PAFAH2 inh	PREPL inh	PAFAH1B2 FP inh
9	O=C(O)c1ccc(Cl)cc1NC(=O)C1CCCO1 (stereo unspecified)	0	3	1	13	5
10	O=C(O)c1ccccc1-c1ccccc1C(=O)NNc1ccccc1	3	6	-8	-2	3
11	COC(=O)c1cc(NC(=O)c2c(Cl)nc3sccn23)cc(C(=O)OC)c1	0	-5	-6	-4	2
12	CCCc1cc(=O)[nH]c(SCCOc2ccc(OCC)cc2)n1	10	9	4	1	1
13	Cc1cccc(C(=O)OCC(=O)c2ccc3c(c2)OCCO3)c1O	1	.	1	28	0
14	Cc1ccc(SCCN2CCC(C(C)(C)C)CCC2=O)cc1 (stereo unspecified)	5	0	16	25	16
15	CC(C)C(c1nnnn1Cc1cccs1)N1CCN(C2CCCC2)CC1 (stereo unspecified)	-7	-3	-1	-7	2
16	CC(C)OP(=O)(OC(C)C)C(O)c1ccc2c(c1)OCO2 (stereo unspecified)	2	4	3	7	1

entry	GSTO1 counter	PAD4 FP inh	PAFAH1B3 FP inh	LYPLA1 inh
9	-3	-2	0	1
10	7	1	5	-1
11	-1	-5	0	-2
12	-11	-6	-2	4
13	.	5	5	.
14	0	0	1	-6
15	-1	-5	5	1
16	-6	8	2	4

# Reformatted with two lines to a compound: four of the compounds above.
# The line under a structure holds: pPAFAH FP inh	LYPLA2 counter	PAFAH2 inh	PREPL inh	PAFAH1B2 FP inh	GSTO1 counter	PAD4 FP inh	PAFAH1B3 FP inh	LYPLA1 inh
10: O=C(O)c1ccccc1-c1ccccc1C(=O)NNc1ccccc1
    3	6	-8	-2	3	7	1	5	-1
11: COC(=O)c1cc(NC(=O)c2c(Cl)nc3sccn23)cc(C(=O)OC)c1
    0	-5	-6	-4	2	-1	-5	0	-2
12: CCCc1cc(=O)[nH]c(SCCOc2ccc(OCC)cc2)n1
    10	9	4	1	1	-11	-6	-2	4
13: Cc1cccc(C(=O)OCC(=O)c2ccc3c(c2)OCCO3)c1O
    1	.	1	28	0	.	5	5	.

# New compounds follow:
entry	Molecule	pPAFAH FP inh	LYPLA2 counter	PAFAH2 inh	PREPL inh	PAFAH1B2 FP inh
17	Nc1c(-c2ccc(Cl)cc2)cnc2ncnn12	1	-2	2	-21	6
18	Cc1ccc(S(=O)(=O)Oc2ccc(/C=C3/N=C(c4ccccc4)OC3=O)cc2)cc1	-3	10	-1	13	24
19	CC1CCCCN1C(=O)CSc1nnc(CSc2ncccn2)n1C (stereo unspecified)	0	0	-1	-4	3
20	Cc1ccc(S(=O)(=O)NCCC(=O)OCC(=O)NC(=O)c2cccn2C)cc1	15	-1	0	8	9
21	Cc1ccc(S(=O)(=O)Nc2cc(-c3nn(C)c(=O)c4ccccc34)ccc2N2CCOCC2)cc1	6	12	-8	7	3
22	COc1ccccc1/C=C/CN1CCCC(CO)(CCc2ccccc2)C1 (stereo unspecified)	0	0	3	-3	0
23	Cc1ccc(OCc2nnc(SCC(=O)Nc3ncc(C)s3)o2)cc1	5	2	-1	7	9
24	CCN1CCN(C(c2cc(OC)ccc2OC)c2nnnn2Cc2ccccc2)CC1 (stereo unspecified)	5	-8	-9	-8	5

entry	GSTO1 counter	PAD4 FP inh	PAFAH1B3 FP inh	LYPLA1 inh
17	1	-1	3	-3
18	27	1	-5	2
19	-4	-2	0	-2
20	1	-1	9	-2
21	2	-3	7	4
22	7	-2	-1	1
23	28	-1	-6	-2
24	4	-1	-6	-3

# Continuation.
entry	Molecule	pPAFAH FP inh	LYPLA2 counter	PAFAH2 inh	PREPL inh	PAFAH1B2 FP inh
25	COc1ccc(C(=O)N(CCc2ccccc2)Cc2ccccc2)cc1S(=O)(=O)N1CCOCC1	27*	0	1	30	4
26	COc1cc(/C=N/NC(=O)c2cc(C)n(-c3ccc(F)cc3)c2C)cc(OC)c1O	10	3	-3	29	-2
27	CC1CC(=O)N(CC(=O)Nc2ccc3c(c2)OCO3)c2ccccc2S1 (stereo unspecified)	2	-3	0	5	6
28	O=C(NCc1ccccc1)C(=O)NCC1OCCN1S(=O)(=O)c1ccc(Br)cc1 (stereo unspecified)	7	0	-3	0	4
29	O=C(Oc1ccc(-c2nnco2)cc1)N1CCCCC1	4	-7	-7	1	2
30	CCOc1cc(CN2CCCC(CNC(=O)c3ccc(F)cc3)C2)ccc1OC (stereo unspecified)	-2	3	6	0	1
31	CC(N=C(NS(=O)(=O)c1ccc(Cl)cc1)c1ccccc1)C(=O)O (stereo unspecified)	3	6	-1	14	6
32	Cc1ccc(S(=O)(=O)NC(=O)N(C)C2CCCCC2)cc1	4	2	.	-13	.

entry	GSTO1 counter	PAD4 FP inh	PAFAH1B3 FP inh	LYPLA1 inh
25	9	6	0	2
26	36*	0	3	-2
27	-1	-7	-5	0
28	-1	7	0	0
29	-11	1	4	-1
30	2	-4	6	3
31	-3	3	-3	1
32	5	-6	.	1

# Remaining list, next part:
entry	Molecule	pPAFAH FP inh	LYPLA2 counter	PAFAH2 inh	PREPL inh	PAFAH1B2 FP inh
33	Cc1n[nH]c(=O)c2c(NC(=O)CSc3nnc(C4CC4)n3C)oc(C)c12	12	1	-1	3	-2
34	COc1ccc(OC)c(NC(=O)C2CC(/C=C/c3ccccc3)=NO2)c1 (stereo unspecified)	-2	1	-1	14	-2
35	Cc1ccc(NC(=O)CCC(=O)c2cccs2)nc1	10	6	3	4	1
36	CCOC(=O)C1=C(c2ccccc2)c2ccccc2N(S(=O)(=O)C(F)(F)F)C1C(=O)OCC (stereo unspecified)	9	.	-2	.	2
37	CC1CCC2(CC1)NC(=O)N(CC(=O)N1CCN(c3ccccc3)CC1)C2=O (stereo unspecified)	-1	-3	3	3	1
38	Cn1cc(S(=O)(=O)N2CCCC2)cc1C(=O)NCc1ccccc1Cl	-4	-3	3	6	1
39	COc1ccc2cc(CCNC(=O)C3CC3)c(=O)[nH]c2c1	4	0	1	1	-1
40	Clc1ccc2nc(-c3ccccn3)c(Nc3ccc4c(c3)OCO4)n2c1	27*	-6	-2	67*	-2

entry	GSTO1 counter	PAD4 FP inh	PAFAH1B3 FP inh	LYPLA1 inh
33	5	9	3	1
34	2	2	10	1
35	6	1	1	0
36	.	4	10	.
37	.	-4	-6	-3
38	5	0	1	-1
39	-5	0	-2	1
40	6	-1	11	-5

# Next structures:
entry	Molecule	pPAFAH FP inh	LYPLA2 counter	PAFAH2 inh	PREPL inh	PAFAH1B2 FP inh
41	Cc1ccc(Nc2nc(-c3cccs3)cs2)nc1	11	8	3	9	0
42	COC(=O)c1ccc(Oc2nc(NC(C)C)nc(N(C)C)n2)cc1	5	0	4	-2	3
43	COc1cccc(-c2cc(C(=O)N3CCCc4ccccc43)no2)c1	5	7	2	13	2
44	CC(O)Cn1c(N2CCCC2)nc2c1c(=O)n(C)c(=O)n2C (stereo unspecified)	0	3	-2	2	-1
45	O=C(CN1CCCC1)Nc1ccc(F)c(Cl)c1	-1	-4	-6	-7	1
46	CCCNC(=O)c1cc(S(=O)(=O)N2CCCCC2)ccc1N1CCOCC1	1	-1	2	10	6
47	Clc1ccc(CN2CCCCCCC2)cc1Cl	0	4	7	8	4
48	O=C1CSC(=S)N1N1C(=O)c2cccc([N+](=O)[O-])c2C1=O	10	4	.	-5	.

entry	GSTO1 counter	PAD4 FP inh	PAFAH1B3 FP inh	LYPLA1 inh
41	9	-1	13	10
42	0	-1	12	-1
43	0	-3	4	1
44	1	6	2	3
45	-2	7	8	-2
46	7	1	6	-1
47	3	-1	1	1
48	2	-1	.	0

# Carrying on.
entry	Molecule	pPAFAH FP inh	LYPLA2 counter	PAFAH2 inh	PREPL inh	PAFAH1B2 FP inh
49	COc1ccccc1N(CN1C(=O)c2ccccc2C1=O)C(=O)c1cccc(C)c1	3	-5	-7	-15	-3
50	CCN=c1sc(C(=O)OC)cc(=O)n1CC	-2	-4	-10	7	0
51	CCC(=S)/C=C1\Sc2ccc3ccccc3c2N1CCCS(=O)(=O)O	5	-3	.	4	.
52	CC(C)Cc1nnc(NC(=O)c2ccc3c(=O)n4c(nc3c2)CCC4)s1	-6	-11	-10	5	3
53	O=C(CCN1CCCCCC1)Nc1ccc2c(c1)OCCO2	0	0	-2	45*	8
54	COc1ccc(/C=C2\CCCC3C2=NN(C(=O)c2ccco2)C3c2ccc(OC)c(OC)c2)cc1OC (stereo unspecified)	3	3	3	1	-4
55	CC(C)=CCC/C(C)=C/CNC(=O)C[C@H]1C[C@H](C(=O)N2CCOCC2)[C@@]2(C)c3[nH]c4cc(-c5ccco5)ccc4c3CCN2C1=O	25*	.	5	.	3
56	CCC1CCCCN1C(=O)COC(=O)c1cc2ccccc2cc1O (stereo unspecified)	4	0	0	18	3

entry	GSTO1 counter	PAD4 FP inh	PAFAH1B3 FP inh	LYPLA1 inh
49	3	1	7	-2
50	1	-7	1	-3
51	-10	8	.	0
52	-12	-1	-2	-5
53	3	-5	-1	2
54	-7	-7	-1	4
55	.	5	1	.
56	6	1	6	-3

# Continued.
entry	Molecule	pPAFAH FP inh	LYPLA2 counter	PAFAH2 inh	PREPL inh	PAFAH1B2 FP inh
57	CC1=CC(C)(C)N(C(=O)CN2C(=O)CCC2=O)c2ccccc21	3	7	0	8	1
58	COc1ccc(CN2CCOCCOCCN(Cc3ccc(OC)cc3)CCOCCOCC2)cc1	3	4	-3	37	-1
59	CCN(CC)S(=O)(=O)c1cccc(C(=O)N[C@H](C(=O)O)C(C)C)c1	3	-7	-1	10	-2
60	C#CCNC(=O)C1=C[C@H](c2ccccc2)C[C@H](OCCCCO)O1	2	-2	-3	-5	1
61	[O-][n+]1ccc(C2CC2)cc1	3	-2	-4	-7	6
62	CCC(Sc1nnnn1-c1ccccc1)C(=O)NC(C)c1ccccc1 (stereo unspecified)	7	2	1	0	4
63	COc1cccc(NC(=O)CN(C)C(=O)c2c(C)noc2C)c1	5	0	7	4	2
64	O=C(Nc1ccc2c(c1)OCCO2)NC12CC3CC(CC(C3)C1)C2	1	5	14	-10	16
65	COc1ccc(-c2nc(N)nc(C)c2-c2ccc(Cl)cc2)c(O)c1	10	8	2	7	4

entry	GSTO1 counter	PAD4 FP inh	PAFAH1B3 FP inh	LYPLA1 inh
57	16	3	-1	2
58	1	-3	-6	1
59	5	4	9	-2
60	4	-3	10	-2
61	-3	-5	3	2
62	-2	1	5	0
63	.	-3	2	1
64	-10	3	9	-2
65	0	-5	9	1
